Pf gamet viab: late stage P. falciparum gametocyte viability inhibitors, primary screen, ATP luminescence, HTS; P. falciparum stage V gametocytes, 24 h; hit rate 0.065% among 150,000; AID 743093, 2013; inhibition, % at 10.9 µM;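 active means inhibition above the mean plus 3 SD of compounds within the control limits, set per campaign, cut at about 38% in these data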;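 further: 0% = DMSO wells and 100% = medium only without gametocytes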
Rab2 wt GTP: modulators of GTP binding to Rab2A wildtype, primary screen, biochemical, dog, bead-based flow cytometry, multiplex | Ras-related protein Rab-2A (Canis lupus familiaris), P61105 | GTP binding activity, % at 10 µM | hit rate 0.19% among 190,000 | AID 760, 2007 | GST-Rab2 wt beads, Bodipy-GTP binding;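 active means GTP binding activity at least 20 points away from 100%, either lowered or raised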;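 further: 0% = beads with excess unlabeled GTP and 100% = no-compound control corrected for plate trend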
Rac1 wt modul: wildtype Rac1 GTP binding modulators, primary screen, biochemical, GST-Rac1 beads, flow cytometry, multiplex | hit rate 0.27% among 190,000 | fluorescent GTP binding; actives lie on both sides; 0 = cold GTP competed, 100 = untreated | Ras-related C3 botulinum toxin substrate 1 (Homo sapiens), P63000 | GTP binding activity (% of control), % at 10 µM;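 active means GTP binding activity at least 20 points away from the 100% control level, either lower or higher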
HRas wt GTP: modulators of GTP binding to HRas wildtype, primary screen, biochemical, bead-based flow cytometry, multiplex. GST-Ras wt beads, Bodipy-FL-GTP binding; actives lie on both sides. GTP binding activity, % at 10 µM. GTPase HRas (Homo sapiens), P01112. AID 759, 2007. hit rate 0.14% among 190,000;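 active means GTP binding activity at least 20% away from the 100% baseline, either lowered as inhibitor or raised as activator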;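 further: 0% = unlabeled GTP competition control and 100% = no-compound control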
ABCB1 block: ABCB1 efflux pump inhibitors, primary screen, cell-based, multiplex, flow cytometry, ABCG2 counter-screen. ATP-dependent translocase ABCB1 (Homo sapiens), P08183. CCRF-Adr cells, JC-1 efflux. inhibition, % at 6.6 µM. hit rate 0.067% among 190,000; in the data active means inhibition above about 40%;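 further: 0% = vehicle and 100% = reference inhibitor; higher value means more JC-1 retained so stronger ABCB1 efflux block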
Avidin fluor: green autofluorescence of compounds with avidin beads – biophysical, 488/530 nm, flow cytometry, artefact control, profiling panel. compound fluorescence 488/530 nm; stronger effect = higher value. fluorescence (KMESF) at 10 µM. hit rate 0.38% among 220,000. AID 1775, 2009; in the data active means fluorescence above about 47; further: inactives centre near 10
ABCG2 inh: ABCG2 efflux pump inhibitors, primary screen, multiplex with ABCB1, IgMXP3 cells, flow cytometry; hit rate 0.1% among 190,000; JC-1 efflux; Broad substrate specificity ATP-binding cassette transporter ABCG2 (Homo sapiens), Q9UNQ0; inhibition, % at 6.6 µM;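 active means inhibition above 80%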;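 further: 0% = DMSO and 100% = nicardipine control wells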
Target sequence (Q9UNQ0 whole entry, looked up): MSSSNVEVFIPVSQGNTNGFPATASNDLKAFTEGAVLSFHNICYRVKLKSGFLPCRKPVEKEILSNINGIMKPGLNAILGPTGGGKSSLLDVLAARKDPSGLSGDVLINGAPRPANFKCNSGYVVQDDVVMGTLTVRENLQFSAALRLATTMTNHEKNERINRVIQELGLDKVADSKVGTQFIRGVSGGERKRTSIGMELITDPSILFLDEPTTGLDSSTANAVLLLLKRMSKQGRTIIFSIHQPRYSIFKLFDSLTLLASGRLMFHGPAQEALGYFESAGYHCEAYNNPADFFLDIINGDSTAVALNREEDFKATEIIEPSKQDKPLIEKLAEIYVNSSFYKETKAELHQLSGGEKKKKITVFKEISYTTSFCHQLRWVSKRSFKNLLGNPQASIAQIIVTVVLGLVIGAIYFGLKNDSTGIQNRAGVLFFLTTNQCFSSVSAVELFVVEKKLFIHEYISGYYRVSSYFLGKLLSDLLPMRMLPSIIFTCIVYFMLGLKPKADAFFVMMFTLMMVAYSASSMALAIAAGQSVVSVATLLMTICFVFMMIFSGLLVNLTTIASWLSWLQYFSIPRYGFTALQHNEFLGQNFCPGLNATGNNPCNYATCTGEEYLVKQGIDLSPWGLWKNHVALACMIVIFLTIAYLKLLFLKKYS
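test system = two drug-resistant human cell lines, ABCG2 and ABCB1 | amount = 3 million cells/mL final, two lines in 1:1 ratio | reagent = JC-1 transporter substrate | doses = one concentration, 6.6 µM final | incubation = 10 min at 25 °C | signal = flow cytometric JC-1 green MFI at 530 nm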
Cdc42 wt: modulators of GTP binding to wildtype Cdc42, primary screen, biochemical, multiplex bead flow cytometry, Bodipy-GTP; Cell division control protein 42 homolog (Homo sapiens), P60953; GST-Cdc42 beads; actives lie on both sides; percent activity (GTP binding), % at 10 µM; hit rate 0.2% among 190,000; AID 761, 2007;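 active means percent activity GTP binding at least 20 points away from the 100% baseline, either down as inhibitor or up as activator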;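 further: median bead fluorescence of bound Bodipy-FL-GTP at 100 nM; 0% = excess unlabeled GTP control and 100% = no compound control; below 100% means less GTP binding so inhibitor and above means activator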
Rac1 mut GTP: GTP binding modulators of activated mutant Rac1, primary screen, biochemical, bead-based flow cytometry, multiplex, fluorescent GTP. AID 764, 2007. Ras-related C3 botulinum toxin substrate 1 (Homo sapiens), P63000. GST-Rac1 activated beads; actives lie on both sides; 100% means binding = to untreated wells. hit rate 0.11% among 190,000. percent activity (GTP binding), % at 10 µM;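 active means GTP binding at least 20 percentage points away from the 100% baseline, in either direction, so actives lie on both sides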
Rab7 wt modul: modulators of GTP binding to Rab7, primary screen, biochemical, wildtype, multiplex bead flow cytometry. GST-Rab7 beads, fluorescent GTP binding; actives lie on both sides; untreated = 100%, excess cold GTP = 0%. hit rate 0.055% among 190,000. GTP binding activity (percent of control), % at 10 µM. Rab7 GTPase wild type (dog), Bodipy-FL-GTP binding;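 active means fluorescent GTP binding to Rab7 beads changed by at least 20 points from the 100% baseline, either direction, mostly lower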;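 further: median green fluorescence of bound Bodipy-FL-GTP per Rab7 bead population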
Mcl1-Noxa inh: Mcl-1/Noxa binding inhibitors, primary screen, biochemical, TR-FRET, 1536-well | TR-FRET Mcl-1/Noxa peptide binding, 2 h | hit rate 1.5% among 220,000 | Induced myeloid leukemia cell differentiation protein Mcl-1 (Homo sapiens), Q07820 | inhibition, % at 21.7 µM;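 active means compounds that cut the protein-peptide binding signal by more than 50% relative to plate controls in a single-dose test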;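 further: His-tagged Mcl-1 with rhodamine Noxa BH3 peptide and terbium anti-His antibody; 0% = Mcl-1 plus Noxa peptide wells and 100% = peptide-only wells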
Target sequence (Q07820 whole entry, looked up): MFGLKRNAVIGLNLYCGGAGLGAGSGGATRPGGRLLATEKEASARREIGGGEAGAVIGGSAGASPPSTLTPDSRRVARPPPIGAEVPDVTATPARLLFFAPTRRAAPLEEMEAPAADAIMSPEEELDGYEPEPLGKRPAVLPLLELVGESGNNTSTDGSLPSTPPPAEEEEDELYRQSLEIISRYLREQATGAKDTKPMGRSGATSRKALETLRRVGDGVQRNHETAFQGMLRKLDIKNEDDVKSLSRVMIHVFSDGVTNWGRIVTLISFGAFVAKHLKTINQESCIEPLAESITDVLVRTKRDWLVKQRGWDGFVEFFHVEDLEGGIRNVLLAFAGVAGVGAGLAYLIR
* hit, by the source's call; . = no result given. Compounds as they come; overall some 2.3% were active at least once.

SMILES	Pf gamet viab	Rab2 wt GTP	Rac1 wt modul	HRas wt GTP	ABCB1 block	Avidin fluor	ABCG2 inh	Cdc42 wt	Rac1 mut GTP	Rab7 wt modul	Mcl1-Noxa inh
O=C(O)/C=C/c1ccc2c(-c3ccccc3)onc2c1	.	94	90	93	-0.3	1	-1	97	95	93	36
CC(=O)Nc1sc2c(c1C(c1ccccc1)N1CCOCC1)CCCC2 (stereo not given)	-6	103	109	103	2.0	27	2	103	101	99	-10
CN1CC(=O)N(CC(=O)Nc2ccc3c(c2)CCC3)C1=O	-10	98	100	97	0.4	5	2	98	98	99	6
Cc1oc(CC(C)C)cc1C(N)=O	3	99	98	100	1.6	.	3	99	98	99	9
O=C(NCCN1CCCC1)c1cccc(Cl)c1	1	98	97	98	0.3	9	1	100	94	97	16
Cc1nc2cc(NS(=O)(=O)c3cccc(F)c3)ccc2s1	-12	96	102	97	0.6	9	4	97	98	98	19
CCOC(=O)c1cnc(N2CCOCC2)[nH]c1=O	13	95	98	93	0.0	15	10	94	96	97	-5
O=C1CC(Nc2ccccc2)C(=O)N1Cc1ccccc1 (stereo not given)	.	96	96	97	0.7	8	0	97	96	96	23
COc1ccc(NC(=O)CNS(=O)(=O)c2ccc(Cl)cc2)cc1OC	-10	101	99	96	-0.2	5	0	100	96	96	9
CCCC(=O)Nc1ccc(C(=O)N/N=C/c2ccc([N+](=O)[O-])o2)cc1	.	101	107	101	0.0	4	4	104	100	101	6
COCc1cc(C)nc(Nc2cc(C)ccc2C)c1C#N	-18	102	104	104	0.8	11	4	101	101	105	10
Cc1cc(C)c(NC(=O)CS(=O)CC(=O)NC2CCCc3ccccc32)c(C)c1 (stereo not given)	-16	99	100	100	0.2	8	1	97	97	99	-1
Cc1cc(N)c(-n2cc3c(=O)n(C)c(=O)n(C)c3c2)cc1C	3	106	106	107	0.8	18	3	108	100	108	12
COc1ccc(Cn2nnnc2C(C(C)C)N2CCN(c3ccccc3OC)CC2)cc1 (stereo not given)	-18	101	104	102	3.0	16	6	102	102	97	4
C#C[C@]1(O)CC[C@H]2[C@@H]3CCc4cc(OC)ccc4[C@H]3CC[C@@]21C	.	99	106	99	0.1	12	3	100	97	95	4
O=C(CSCc1ccccc1)N1CCN(Cc2ccc3c(c2)OCO3)CC1	10	98	100	99	-0.3	.	0	100	95	94	-4
CC(=O)Nc1ccc(S(=O)(=O)N(C)CCOCc2ccccc2)cc1	12	96	101	98	0.4	4	2	97	99	95	6
CCC(C)(C)NC(=O)C(c1cccc(OC)c1OC)N(CCC(C)C)C(=O)CCC(=O)Nc1cc(C)on1 (stereo not given)	15	101	102	101	1.1	10	1	98	100	96	-7
COc1ccc(C(NC(=O)c2ccc(=O)[nH]c2)C(=O)Nc2ccc(C(C)C)cc2)cc1 (stereo not given)	.	99	91	96	0.4	17	1	93	95	102	17
Cc1ccc2nc(SCC(=O)N3CCOCC3)[nH]c2c1	.	98	102	100	-0.1	7	0	100	97	96	-11

3 entries from above, sorted by their value in Avidin fluor, largest number first:
SMILES,Avidin fluor
CC(=O)Nc1sc2c(c1C(c1ccccc1)N1CCOCC1)CCCC2 (stereo not given),27
COCc1cc(C)nc(Nc2cc(C)ccc2C)c1C#N,11
CCC(C)(C)NC(=O)C(c1cccc(OC)c1OC)N(CCC(C)C)C(=O)CCC(=O)Nc1cc(C)on1 (stereo not given),10

Continuation:
SMILES	Pf gamet viab	Rab2 wt GTP	Rac1 wt modul	HRas wt GTP	ABCB1 block	Avidin fluor	ABCG2 inh	Cdc42 wt	Rac1 mut GTP	Rab7 wt modul	Mcl1-Noxa inh
CCOc1ccc(Br)cc1S(=O)(=O)N1CCC(C(N)=O)CC1	.	97	100	99	0.2	16	1	94	98	103	1
CC1(C)OC(c2ccccc2)=C/C(=C/C=Nc2ccccc2)O1	.	92	97	93	0.1	14	0	92	89	92	30
Cc1ccc(S(=O)(=O)c2c(C)nn(C(C)(C)C)c2OC(=O)c2ccco2)cc1	-16	100	106	100	4.8	29	16	100	99	96	2
COc1cc(C(c2sc3nc(C)nn3c2O)N2CCc3ccccc3C2)cc(OC)c1OC (stereo not given)	.	98	107	101	0.3	8	3	102	99	103	0
O=C(c1c(F)c(F)c(F)c(F)c1F)N(Cc1ccccc1)Cc1ccccc1	.	99	103	100	-5.5	11	0	100	100	98	6
O=C(CCSc1nnc(-c2ccncc2)o1)Nc1ccccc1	.	101	103	99	-0.2	11	19	99	98	98	-4
CCOC(=O)N1CCN(C(=S)NC(=O)c2ccnn2C)CC1	-8	99	106	101	-0.3	14	-3	103	100	100	0
CCCCCN(C(=O)CCCSc1nncs1)c1c(N)n(CCCC)c(=O)[nH]c1=O	.	101	98	97	0.8	10	4	98	95	107	9
COc1ccc(C(=O)/C=C/N(C)C)cc1	-6	95	96	98	0.1	13	-2	97	93	97	-10
COC(=O)/C(=C\c1cc(OC)c(OC)c(OC)c1)c1nc2ccccc2[nH]1	-9	96	100	96	0.2	11	1	94	96	95	13
CCCn1c(SCC(=O)N2CCN(C(=O)c3ccco3)CC2)nc2ccccc2c1=O	.	98	103	100	1.5	21	4	100	99	99	5
CCN(CC)CCOC(=O)c1cccc(Cl)c1	.	104	100	102	0.2	9	1	104	102	99	11
O=C(COC(=O)c1ccc(Br)c(S(=O)(=O)N2CCOCC2)c1)NCC1CCCO1 (stereo not given)	.	101	104	102	0.2	11	2	101	98	101	5
Cc1ccccc1C(=O)NCc1nnc(SCC(=O)N2CCN(c3ccccc3)CC2)n1C	8	101	103	100	-0.1	33	0	103	98	100	-12
C/C(CCN1CCc2nc(-c3ccccc3)c(-c3ccccc3)cc2C1)=N\O[C@H](C)c1cn([C@H](CO)Cc2ccccc2)nn1	.	98	100	101	4.8	14	19	100	99	98	16
Cc1ccc(S(=O)(=O)N2CCCC2C(=O)NCCc2ccccc2)cc1 (stereo not given)	21	98	98	97	0.6	13	0	94	94	102	-12
Brc1c(CSc2nncn2-c2ccccc2)nc2ncccn12	.	99	99	99	0.6	10	1	99	100	99	-2
COc1ccc(-c2nsc(SCC(=O)Nc3cc(C)on3)n2)cc1	4	98	107	99	0.3	18	3	100	100	99	3
C[C@H](CO)NC(=O)[C@H](C)[C@@H]1C[C@@]1(C)[C@@H](NC(=O)OCc1ccccc1)c1ccccc1	.	100	102	100	0.2	12	0	97	99	98	8
COc1ccc2ccccc2c1CN1CCCC(CO)C1 (stereo not given)	12	99	95	98	0.9	57*	3	97	96	99	20
CCc1cc(/C(Cc2cscn2)=N\O)c(O)cc1O	19	100	101	101	0.6	7	2	104	98	98	1
NC(=O)C1CCN(C2=C(Cl)C(=O)c3ccccc3C2=O)CC1	10	100	105	100	0.6	19	4	102	97	102	88*
COc1ccc(-c2cc(=O)oc3cc(OC(=O)C4CCCCC4)ccc23)cc1	-5	98	103	98	0.8	12	22	99	98	98	2
Fc1c(F)c(C(F)(F)F)c(F)c(F)c1N/N=C\c1cccs1	.	102	104	103	0.5	8	4	103	98	105	8
COc1ccccc1N1CC(C(=O)Nc2nnc(SCc3ccccn3)s2)CC1=O (stereo not given)	-3	98	104	100	0.2	34	0	103	99	100	14
COCCNC(=O)c1cccc(Nc2nc(-c3ccccc3)c3cc(Cl)ccc3n2)c1	8	98	102	98	2.7	17	19	96	97	102	-7
CCN(CC)S(=O)(=O)c1ccc(N/N=C(\C)c2ccc3c(c2)OCO3)c([N+](=O)[O-])c1	.	99	99	98	1.0	17	10	96	96	96	28
CN(CC(=O)NCc1ccncc1)S(=O)(=O)c1ccccc1	-34	98	97	99	0.1	8	1	100	96	97	22
Cc1ccccc1-c1cc(-c2ccccc2O)on1	2	96	97	97	0.2	9	3	95	96	99	7
O=C1CCC([N+](=O)[O-])C(c2cc3c(cc2Br)OCO3)N1 (stereo not given)	9	101	107	100	0.4	4	0	103	103	102	12
COc1ccc(CNC(=O)C(C)OC(=O)c2cccn2C)cc1 (stereo not given)	-39	100	102	99	-1.0	4	1	98	98	96	-19
Cc1ccc(/C=N/N=C2/NC(=O)CS2)o1	-17	103	104	101	0.5	11	4	97	99	105	-6
CCN1CCN(CCNC(=O)CSCc2nc(-c3ccc(OC)c(OC)c3)oc2C)CC1	.	95	103	99	-1.6	11	21	101	98	96	-13
NS(=O)(=O)c1ccc(NC(=O)CSc2nnc(-c3cnccn3)n2-c2ccccc2)cc1	.	92	95	94	-0.1	32	-1	93	93	95	-2
CC(=O)OC(C#CCN1CCOCC1)c1ccccc1 (stereo not given)	21	104	112	106	-0.7	28	-3	106	104	99	3
O=c1c2c3c(sc2nc(NCCO)n1Cc1ccco1)CCCCC3	6	97	101	97	0.1	7	1	99	98	98	8
COc1ccc(NC(=O)CSc2nc3c(c(=O)n2-c2ccc(C)cc2)SCC3)c(OC)c1	8	100	105	98	4.2	4	-1	103	99	98	9
O=C(NCCN1C(=O)S/C(=C\c2ccc(Cl)cc2)C1=O)c1ccc(F)c(S(=O)(=O)N2CCOCC2)c1	17	100	96	97	1.3	3	1	97	98	100	15
CC(C)N1CCN(Cc2ccc3nsnc3c2)CC1CCO (stereo not given)	-1	100	100	100	0.7	4	1	97	95	108	6
CCCN(C(=O)c1ccccc1N)c1c(C)n(C)n(-c2ccccc2)c1=O	19	99	103	99	-1.4	27	2	102	98	101	12
CC(=O)Nc1c(O)nc(SCc2ccc(Cl)cc2)[nH]c1=O	-24	100	106	101	0.1	13	0	104	102	98	9
CC(C(=O)N=c1sc2ccccc2n1C)N1C(=O)C2CC=CCC2C1=O (stereo not given)	27	100	100	100	0.4	9	1	100	97	99	16

Pulled by compound from the list above:
SMILES	Pf gamet viab	Rab2 wt GTP	Rac1 wt modul	HRas wt GTP	ABCB1 block	Avidin fluor	ABCG2 inh	Cdc42 wt	Rac1 mut GTP	Rab7 wt modul	Mcl1-Noxa inh
O=c1c2c3c(sc2nc(NCCO)n1Cc1ccco1)CCCCC3	6	97	101	97	0.1	7	1	99	98	98	8
CCN(CC)S(=O)(=O)c1ccc(N/N=C(\C)c2ccc3c(c2)OCO3)c([N+](=O)[O-])c1	.	99	99	98	1.0	17	10	96	96	96	28

Bioassay records from PubChem.
